From PubChem
GC-A act – GC-A (human) enzyme activation. P16066. HEK293 GC-A cells, cGMP TR-FRET, EC30 ANP; 0% at EC30 ANP, 100% saturating ANP. activation, % at 10 µM. hit rate 0.14% among 370,000; in the data active means activation above about 40%
GC-B act – GC-B (human) receptor activation. HEK293-GC-B cells, CNP EC30, cGMP TR-FRET; 0% at EC30 CNP, 100% saturating CNP. activation, % at 10 µM. hit rate 0.11% among 370,000. AID 1920062;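 active means activation at 10 µM reaching about 35% in either raw or pattern-adjusted values, limit read from the data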
Target sequence (P20594 whole entry, looked up): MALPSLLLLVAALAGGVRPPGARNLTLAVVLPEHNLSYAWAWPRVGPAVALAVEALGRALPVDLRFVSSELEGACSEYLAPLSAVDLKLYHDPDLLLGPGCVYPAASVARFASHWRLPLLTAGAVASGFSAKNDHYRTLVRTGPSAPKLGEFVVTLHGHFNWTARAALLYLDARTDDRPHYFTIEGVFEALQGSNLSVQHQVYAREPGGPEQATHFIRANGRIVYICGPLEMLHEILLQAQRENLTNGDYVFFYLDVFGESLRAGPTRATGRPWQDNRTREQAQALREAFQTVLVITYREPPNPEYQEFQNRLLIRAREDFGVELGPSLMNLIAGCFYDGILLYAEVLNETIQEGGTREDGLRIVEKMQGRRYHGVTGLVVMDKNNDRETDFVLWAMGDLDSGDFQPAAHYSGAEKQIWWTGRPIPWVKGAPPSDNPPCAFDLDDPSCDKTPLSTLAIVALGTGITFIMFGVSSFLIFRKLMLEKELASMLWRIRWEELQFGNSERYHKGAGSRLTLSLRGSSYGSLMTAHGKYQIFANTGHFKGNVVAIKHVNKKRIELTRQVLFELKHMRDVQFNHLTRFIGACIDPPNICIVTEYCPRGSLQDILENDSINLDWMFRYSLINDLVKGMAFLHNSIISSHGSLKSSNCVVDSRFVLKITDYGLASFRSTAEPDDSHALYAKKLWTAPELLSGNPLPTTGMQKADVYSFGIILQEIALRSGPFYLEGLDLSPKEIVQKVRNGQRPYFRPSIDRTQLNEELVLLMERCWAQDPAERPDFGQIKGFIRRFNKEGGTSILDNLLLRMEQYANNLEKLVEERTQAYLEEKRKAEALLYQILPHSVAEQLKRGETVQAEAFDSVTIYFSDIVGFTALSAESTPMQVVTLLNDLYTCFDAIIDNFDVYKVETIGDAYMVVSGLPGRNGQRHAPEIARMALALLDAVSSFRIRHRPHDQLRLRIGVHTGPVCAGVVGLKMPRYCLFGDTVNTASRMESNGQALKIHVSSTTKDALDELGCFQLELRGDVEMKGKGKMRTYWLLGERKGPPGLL
HTRA1 inhibitor – blocks human HTRA1 serine peptidase; Q92743; recombinant HTRA1, FP-rhodamine activity-based probe, fluorescence polarization; inhibition, % at 5.96 µM; hit rate 0.5% among 340,000; in the data active means inhibition above about 36%;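 further: 0% = enzyme with DMSO and 100% = wells lacking enzyme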
MBD2 inh – MBD2-methylated oligo binding inhibition. hit rate 0.31% among 370,000. AID 686964. inhibition, % at 4.4 µM. TR-FRET, MBD2 binding to methylated oligonucleotide; in the data active means inhibition above about 13%
rCAG binder – molecules binding r(CAG) RNA repeats. r(CAG) RNA repeat, TO-PRO-1 dye displacement fluorescence. inhibition, % at 3 µM. hit rate 1.3% among 370,000. AID 651821;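 active means inhibition above the plate cutoff, the mean of all test compounds on that plate plus 3 SD, cut at about 35% in these data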;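 further: 0% = DMSO alone and 100% = 100 µM mitoxantrone as full dye displacement; higher means more dye released from RNA so lower well fluorescence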
SIAE inh – blocks human sialic acid acetylesterase | SIAE FP-Rh probe binding, fluorescence polarization | inhibition, % at 9.66 µM | hit rate 0.69% among 370,000 | AID 1053197;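 active means inhibition above a cutoff: mean of compounds within the control limits plus 3 SD of those, cut at about 17% in these data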;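 further: 0% = plate median of compound wells and 100% = probe without SIAE protein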
TCR-CD3 inh – inhibitors of human TCR-CD3 interaction; TAMRA-labeled TCR probe fluorescence, biochemical; inhibition, % at 9.4 µM; hit rate 0.37% among 360,000; AID 651800; in the data active means inhibition above about 19%;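 further: recombinant mutant TCR 2C K166C tagged with TAMRA read by polarization; 0% = receptor in buffer alone and 100% = receptor with positive control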
ABHD4 inh – inhibits mouse alpha/beta hydrolase domain 4; Q8VD66; hit rate 0.54% among 370,000; inhibition, % at 8.92 µM; purified mABHD4, FP-Rh probe fluorescence polarization;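 active means inhibition exceeding the mean over every tested compound plus 3 SD, cut at about 30% in these data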;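 further: 0% = plate median of compound wells and 100% = S159A mutant with DMSO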
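Doses – 8.92 µM, single dose · Material – wild-type mouse ABHD4 protein · Replication – single well per compound (singlicate) · Measure – percent inhibition of probe binding, normalized to plate controls · Schedule – 45 min compound pre-incubation plus 60 min probe step, 25 °C · Detection – fluorescence polarization with parallel and perpendicular emission, 525/598 nm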
PRMT1 FP inh – PRMT1 (human) inhibition, primary screen | Q99873 | hit rate 1.3% among 370,000 | inhibition, % at 2.79 µM | recombinant PRMT1, activity-based probe fluorescence polarization;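 active means inhibition above about 21% made by adding two undisclosed values, limit read from the data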
UHRF1 MBD2 ctr – human UHRF1 methylated DNA binding inhibitors; hit rate 0.75% among 370,000; Q96T88; inhibition, % at 4.4 µM; AID 687016; UHRF1 binding to methylated oligo, TR-FRET; in the data active means inhibition above about 21%;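 further: UHRF1 SRA domain binding a hemimethylated CpG hairpin DNA probe; 0% = median of test compound wells and 100% = reference inhibitor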
* marks the source's active call; other numbers are inactive results; · = no result given. An excerpt; count on the stated rates, not on these rows.

SMILES	GC-A act	GC-B act	HTRA1 inhibitor	MBD2 inh	rCAG binder	SIAE inh	TCR-CD3 inh	ABHD4 inh	PRMT1 FP inh	UHRF1 MBD2 ctr
CC1(C)CC(=O)C2=C(C1)N(c1ccccc1)C(N)=C(C#N)C2c1ccsc1 (stereo not given)	-4	-7	2	-1	-1	-2	-3	0	0	2
COCCNc1nc(Nc2ccccc2Cl)c2sccc2n1	4	-2	·	2	-2	7	1	6	-2	0
O=C(CN1C(=O)C2CCCCC2C1=O)OCc1nnc(-c2ccccc2)o1 (stereo not given)	1	-5	-1	-2	-3	3	-2	-2	0	-2
CC(=O)OC1OCCOC1NC(=S)Nc1cccc(C(F)(F)F)c1 (stereo not given)	2	3	0	1	-2	-5	11	-1	1	0
COc1ccc(S(=O)(=O)N2CCCC2CNC(=O)C(=O)NCc2ccc(C)cc2)cc1 (stereo not given)	0	3	-8	3	-5	7	6	2	-3	-1
COc1ccccc1CNC(=O)C1CCN(S(=O)(=O)c2ccc(N3CCCC3=O)cc2)CC1	1	-2	5	-4	-1	-2	7	11	0	-1
CCOc1ccc(-c2nc(C#N)c(N3CCN(C)CC3)o2)cc1	1	2	-1	1	-8	-4	-3	-1	-2	1
O=C(CSc1nc2ccccc2[nH]1)Nc1ccc(N2CCOCC2)cc1	1	-1	5	-1	-3	1	6	0	2	1
Cc1cccc(Cn2c(C(C)O)nc3ccccc32)c1 (stereo not given)	-3	-1	9	-6	-3	8	-2	5	0	-1
Cc1ccc2c(c1)COc1c3ccc(C(=O)O)cc3nn1-2	-4	-1	3	2	4	2	-1	6	2	-1
COC(=O)c1[nH]c2ccccc2c1NC(=O)Oc1ccccc1	-20	-7	6	-3	-1	-4	2	0	-1	-3
CCc1ccc2[nH]c(=O)c(C(c3nnnn3CCOC)N3CCN(c4ccc(F)cc4)CC3)cc2c1 (stereo not given)	2	9	0	4	0	3	-1	-4	5	2
Cc1ccc(NC(=O)c2ccc3c(c2)OCO3)cc1S(=O)(=O)N1CCOCC1	3	2	1	1	4	-3	-12	-1	-1	0
CCCC(=O)N/C(N)=N/c1nc(C)c2cc(C)ccc2n1	-3	0	·	7	18	4	-4	0	3	2
CC1(C)CC(NC(=O)c2cc(S(=O)(=O)N3CCOCC3)ccc2Cl)CC(C)(C)N1	1	5	10	-2	0	6	2	3	-3	-3
CCC(=O)N(Cc1cc2ccccc2[nH]c1=O)C(C)C	-1	8	1	0	0	5	4	2	0	-1
COc1ccc(CN(C)CC(=O)Nc2ccccc2C(=O)NC2CC2)cc1	-2	3	-7	-5	-1	2	-2	0	3	2
CSc1ccc(S(=O)(=O)N2CCC(C(=O)NCc3ccco3)CC2)cc1	-3	2	-3	-1	0	1	1	-4	3	-1
Cc1cc(O)cc(=O)n1Cc1ccco1	-2	2	5	-2	1	0	0	0	-1	2
CN(Cc1ccco1)C(=O)c1c[nH]c2ccc(S(=O)(=O)Nc3ccc4c(c3)OCCO4)cc2c1=O	4	-2	-1	2	8	9	7	1	1	-1

Fetched one by one from above, 2 records:
SMILES	GC-A act	GC-B act	HTRA1 inhibitor	MBD2 inh	rCAG binder	SIAE inh	TCR-CD3 inh	ABHD4 inh	PRMT1 FP inh	UHRF1 MBD2 ctr
CSc1ccc(S(=O)(=O)N2CCC(C(=O)NCc3ccco3)CC2)cc1	-3	2	-3	-1	0	1	1	-4	3	-1
Cc1cccc(Cn2c(C(C)O)nc3ccccc32)c1 (stereo not given)	-3	-1	9	-6	-3	8	-2	5	0	-1

Additional records.
SMILES	GC-A act	GC-B act	HTRA1 inhibitor	MBD2 inh	rCAG binder	SIAE inh	TCR-CD3 inh	ABHD4 inh	PRMT1 FP inh	UHRF1 MBD2 ctr
CCOc1ccc(S(=O)(=O)N2CCCC(C(=O)Nc3cc(C)cc(C)c3)C2)cc1 (stereo not given)	-2	0	-9	2	-4	-7	-3	1	1	2
O=C(NCc1ccncc1)[C@@H]1CCCN1C(=O)[C@@H]1CCCN1C(=O)c1ccccc1	1	-1	·	2	1	-6	0	-6	-2	2
CC(=O)N1CCN(CCN2C(C)=CC(=C(C#N)C#N)C=C2C)CC1	3	-4	3	-4	-3	8	-10	-1	0	-1
O=C(N/N=C/c1ccc(F)cc1)c1cc(-c2ccccn2)nc2ccccc12	7	-8	-1	-3	3	-4	-5	-1	0	-1
COc1ccc(C=C(C(C)=O)C(=O)c2ccccc2)cc1	-2	0	·	4	1	-2	1	-3	0	-2
CCC(=O)Nc1cc(-c2nn(CC(=O)N3CCCCC3)c(=O)c3ccccc23)ccc1N1CCOCC1	-1	2	5	3	-8	-6	-2	-6	-1	-2
Cc1[nH]c2ccc3ccccc3c2c(=O)c1C/C=C/Cl	-2	0	-9	2	2	-7	-5	0	4	4
CCOC(=O)CCCNC(=O)OC1CC2CC1[C@H]1CCCCN1[C@H]2Cc1ccccc1 (stereo not given in full)	0	-1	·	2	2	-2	·	-2	-3	-3
COC(=O)c1ccc(OCC(=O)NC(C)(C)C)cc1	3	0	1	-2	1	2	9	-4	1	-2
CCOC(=O)Cc1csc(NS(=O)(=O)c2ccc(Cl)cc2)n1	0	0	-2	-4	18	9	-1	-1	-3	1
CC(C)OC(=O)CC(=O)CC(O)c1cccc([N+](=O)[O-])c1 (stereo not given)	1	7	·	1	6	-2	6	2	2	-1
Cc1ccc(C2CC(c3ccc(Cl)cc3)=NNC2=O)cc1 (stereo not given)	34	-2	-16	-5	-3	-1	3	-5	0	-3
COc1ccc(S(=O)(=O)NC(CC(=O)NCc2ccccc2OC)c2ccco2)cc1 (stereo not given)	3	4	-3	-1	-3	2	-2	1	1	1
COc1ccccc1-c1cc(C(=O)N2CCCC2)no1	-2	-4	-7	-6	-2	-1	-4	-7	-1	2
N/C(=N\NS(=O)(=O)c1cc(C(F)(F)F)cc(C(F)(F)F)c1)c1ccccn1	4	4	8	3	11	0	-1	1	0	-1
Cc1ccc(C)c(N=Nc2ccc(O)c3ncccc23)c1	-1	-1	52*	-4	8	11	0	9	2	-3
O=C(O)C1CCCCC1C(=O)Nc1ccc(-c2ccccc2)cc1 (stereo not given)	1	-3	7	4	-2	-7	6	0	-5	1
COc1cccc(NC(=O)CSc2nnc(-c3cccnc3)o2)c1	3	0	0	5	-4	-6	3	-3	7	0
COc1ccc(/C=N\NC(=O)c2ccc([N+](=O)[O-])cc2)cc1COc1c(F)c(F)cc(F)c1F	2	-4	-5	2	5	0	-2	5	2	0
CCC(C(=O)N1CCN(Cc2ccc3c(c2)OCO3)CC1)n1c(=O)[nH]c2ccccc2c1=O (stereo not given)	-10	-3	6	4	-3	5	1	4	0	0

Entries of single compounds, quoted from the list. Order of screens: GC-A act | GC-B act | HTRA1 inhibitor | MBD2 inh | rCAG binder | SIAE inh | TCR-CD3 inh | ABHD4 inh | PRMT1 FP inh | UHRF1 MBD2 ctr
O=C(O)C1CCCCC1C(=O)Nc1ccc(-c2ccccc2)cc1 (stereo not given) in the list: 1 | -3 | 7 | 4 | -2 | -7 | 6 | 0 | -5 | 1
CCC(=O)Nc1cc(-c2nn(CC(=O)N3CCCCC3)c(=O)c3ccccc23)ccc1N1CCOCC1 in the list: -1 | 2 | 5 | 3 | -8 | -6 | -2 | -6 | -1 | -2
COc1ccccc1-c1cc(C(=O)N2CCCC2)no1 in the list: -2 | -4 | -7 | -6 | -2 | -1 | -4 | -7 | -1 | 2
O=C(NCc1ccncc1)[C@@H]1CCCN1C(=O)[C@@H]1CCCN1C(=O)c1ccccc1 in the list: 1 | -1 | · | 2 | 1 | -6 | 0 | -6 | -2 | 2

The main list resumes, starting four compounds before the break.
SMILES	GC-A act	GC-B act	HTRA1 inhibitor	MBD2 inh	rCAG binder	SIAE inh	TCR-CD3 inh	ABHD4 inh	PRMT1 FP inh	UHRF1 MBD2 ctr
O=C(O)C1CCCCC1C(=O)Nc1ccc(-c2ccccc2)cc1 (stereo not given)	1	-3	7	4	-2	-7	6	0	-5	1
COc1cccc(NC(=O)CSc2nnc(-c3cccnc3)o2)c1	3	0	0	5	-4	-6	3	-3	7	0
COc1ccc(/C=N\NC(=O)c2ccc([N+](=O)[O-])cc2)cc1COc1c(F)c(F)cc(F)c1F	2	-4	-5	2	5	0	-2	5	2	0
CCC(C(=O)N1CCN(Cc2ccc3c(c2)OCO3)CC1)n1c(=O)[nH]c2ccccc2c1=O (stereo not given)	-10	-3	6	4	-3	5	1	4	0	0
CCN(C(=O)C(C)OC(=O)C1C(C(=O)OC)=C(C)NC(C)=C1C(=O)OC)c1ccccc1 (stereo not given)	-31	-10	7	-4	-9	-7	0	8	5	5
O=C(c1ccccc1)c1c2c(cc3sc4ccccc4[n+]13)-c1cccc3cccc-2c13	-44	-19	6	-8	24	-49	-7	-20	9	-13
Cn1c(=O)c2c(nc(CN3CCN(C(=O)c4ccco4)CC3)n2CCCO)n(C)c1=O	2	0	-3	-1	-3	5	1	1	4	0
N/C(Cn1cncn1)=N\NC(=O)C(=O)Nc1ccc(Cl)cc1Cl	6	-2	4	-7	-1	7	1	1	-4	-2
CC(=O)O[C@@H]1C[C@H]2C(C)=C[C@H]3OC(=O)[C@@H](C)[C@H]3C[C@H]2[C@]1(C)O	0	2	-1	-4	-1	6	-3	5	-1	-5
Cc1ccc(NC(=O)Cn2cccc2C2=NC(c3ccccc3)CO2)cc1C (stereo not given)	2	-2	-3	0	-6	-1	-3	0	1	9
O=Nc1c(O)[nH]c2c(F)cccc12	-2	2	13	1	4	5	-3	8	1	-1
O=C(CSc1nnc(-c2ccccn2)n1Cc1ccco1)Nc1ccc(Oc2ccccc2)cc1	-1	3	·	-1	5	-11	·	-13	-7	0
N#C/C(=N\Nc1ccccc1)C(=N)N1CCCCC1	-3	1	-2	0	-3	5	-3	0	0	4
Cc1nn(-c2ccccc2)c(C)c1C(=O)OCC(O)=C(C#N)c1nc2ccccc2[nH]1	-6	-1	5	-3	29	-6	1	14	-3	-5
CCc1ccc(N(C(=O)c2ccco2)C(C(=O)NC2CCCC2)c2cccnc2)cc1 (stereo not given)	-10	-3	2	0	-7	4	-5	4	2	-1
O=C(COC(=O)c1n[nH]c2ccccc12)Nc1ccccc1	3	1	-1	2	-1	0	1	-2	3	2
CCN(CC)S(=O)(=O)c1ccc(C)c(NC(=S)Nc2cccc(S(=O)(=O)N3CCCCCC3)c2)c1	1	4	-15	1	7	-22	6	-5	-1	1
Cc1cnc(C(=O)Nc2ccc(N3CCN(C(=O)OC(C)(C)C)CC3)cc2)cn1	1	1	-3	-5	-6	1	13	6	-1	-1
COC(=O)c1cn[nH]c1N	1	4	-4	1	-1	-5	7	3	-2	-1
COc1ccc(/C=C2\SC(=S)NC2=O)cc1OS(=O)(=O)c1ccc(NC(C)=O)cc1	2	-1	-50	-1	88*	-102	0	-41	1	5

Some entries already given, showing only GC-B act and SIAE inh.
molecule | GC-B act | SIAE inh
CC1(C)CC(NC(=O)c2cc(S(=O)(=O)N3CCOCC3)ccc2Cl)CC(C)(C)N1 | 5 | 6
N#C/C(=N\Nc1ccccc1)C(=N)N1CCCCC1 | 1 | 5
